Screening data: PubChem BioAssay, several laboratories
Lipid droplet = inhibitors of hepatocyte lipid droplet formation, primary screen, imaging, high-throughput imaging, BODIPY stain. AML12 mouse hepatocytes, oleate lipid droplets. inhibition, % at 6.5 µM. hit rate 0.4% among 240,000. AID 1656, 2009;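 active means lipid droplet intensity inhibited by at least 50%, with more than 500 cells counted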
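Assay system: AML12 mouse liver cells | Compound: 6.5 µM single-point dosing | Schedule: Overnight exposure | Technique: Fluorescence imaging, 20x objective, two fields per well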
NOD2 inhibition = NOD2 signaling inhibitors, cell-based, luminescence, uHTS, HEK293 (AID 1566); hit rate 0.63% among 290,000; inhibition, % at 4 µM; hits with a dose series show EC50 in µM; HEK293 NOD2/NF-kB luciferase reporter, luminescence; higher % means a stronger effect; further: many of its hits are not listed in these tables
XIAP antagonists = XIAP antagonists, biochemical, IAP family, fluorescence polarization (AID 1018) | E3 ubiquitin-protein ligase XIAP (Homo sapiens) | XIAP BIR domain, fluorescence polarization peptide displacement; higher % means a stronger effect | one-dose displacement, % at 20 µM; IC50 in µM for titrated hits | hit rate 0.007% among 200,000; in the data active means displacement above about 50%; further: a part of the inactive calls stands beside numbers as strong as those of hits
Myeloid diff 2 = induction of myeloid progenitor differentiation, primary screen, cell-based, flow cytometry, MLPCN library. ER-HoxA9 myeloid progenitors, lysozyme-GFP differentiation. calls only at 10 µM. hit rate 1% among 360,000;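 active means normalized GFP-positive differentiation at or above the plate's own cutoff, the solvent-only control mean plus 3 SD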;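 further: cells exposed to compound for four days before flow analysis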
LYP inhibition = inhibitors of LYP phosphatase, biochemical, fluorescence intensity, uHTS (AID 1779); Tyrosine-protein phosphatase non-receptor type 22 (Homo sapiens); recombinant LYP phosphatase, fluorescence intensity; higher % means a stronger effect; inhibition, % at 11.5 µM, or IC50 in µM where a hit was titrated; hit rate 0.054% among 290,000;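 further: plate controls were vehicle with enzyme for no effect and no enzyme for full effect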
Dengue-2 NS5 capping = Dengue-2 NS5 methyltransferase inhibitors, primary screen, biochemical, confirmation dose response (AID 588689). Genome polyprotein (Dengue virus type 2 (strain 16681-PDK53)). Dengue-2 NS5 methyltransferase capping enzyme assay, biochemical; higher % means a stronger effect. inhibition, % at 25 µM, or IC50 in µM where a hit was titrated. hit rate 0.3% among 340,000; in the data active means a potency from the dose series
HIV fusion peptide = inhibitors of HIV fusion peptide binding, primary screen, biochemical, uHTS, fluorescence dequenching (AID 1986); inhibition, % at 20 µM, or IC50 in µM where a hit was titrated; cell-free peptide binding, fluorescence dequenching, 30 min; higher % means a stronger effect; hit rate 0.3% among 290,000; in the data active means inhibition mostly above about 52%, no sharp cut-off; inactive means mostly below about 76%; further: some results filed as inactive read as strong as hits
AID2073 = inhibitors of Mint1-CaV2.2 protein interaction, biochemical, HTRF (AID 2073); hit rate 0.19% among 290,000; Voltage-dependent N-type calcium channel subunit alpha-1B (Homo sapiens); inhibition, % at 20 µM, or IC50 in µM where a hit was titrated; HTRF protein-protein interaction, Mint1-CaV2.2; higher % means a stronger effect; in the data active means inhibition mostly above about 51%, no sharp cut-off; further: some results filed as inactive read as strong as hits
Siah-1 displacement = Siah-1 peptide-binding antagonists, primary screen, biochemical, fluorescence polarization, rhodamine-plectin, uHTS (AID 1817); displacement, % at 20 µM; hits with a dose series show IC50 in µM; E3 ubiquitin-protein ligase SIAH1 (Homo sapiens); hit rate 0.02% among 290,000; Siah-1 / rhodamine-plectin peptide fluorescence polarization; higher % means a stronger effect;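 active means displacement of at least 50% at 20 µM, with a fluorescence ratio check between 0.3 and a set limit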;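 further: plate controls were Siah plus tracer with DMSO for no effect and tracer alone without Siah for full effect; strong numbers were not always called active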
Lipid droplet cells 6.5 µM = also measured in Lipid droplet; calls as there; cell count; measured here: cell count, cytotoxicity flag;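 cells counted across two imaged fields per well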
Dengue-2 NS5 capping pilot replicate = also measured in Dengue-2 NS5 capping; calls as there; inhibition, %; measured here: pilot screen replicate inhibition
Myeloid diff 2 GFP+ MAC1+ % = second read-out of Myeloid diff 2, no call of its own (marks repeat the call); GFP+ MAC1+ double positive, %; measured here: differentiation confirmed by MAC1 staining
Active calls of the source: *; i = inactive; · = no result given. Unless noted, no stated cut-off is given here; in the data, active means inhibition above about 50%; inactive means the rest. A portion of the library; rates above refer to the full screens.

SMILES	Lipid droplet	Lipid droplet cells 6.5 µM	NOD2 inhibition	XIAP antagonists	Myeloid diff 2	Myeloid diff 2 GFP+ MAC1+ %	LYP inhibition	Dengue-2 NS5 capping	HIV fusion peptide	AID2073	Siah-1 displacement	others
CCOc1ccc2ccccc2c1C1NC(=S)N(C)C(C)=C1C(=O)OC (configuration not stated)	18	715	-7%	-2.4%	i	1.1	-4%	3%	-0.7%	-4%	-4%
CN(C)c1ccc(/C=N/NC(=O)c2ccc(NC(=O)c3ccccc3)cc2)cc1	-7	789	12%	·	i	0.6	4%	-1%	-0.1%	32%	-3%
CC(=O)Nc1ccc(NC(=O)CN(c2cccc(C(C)=O)c2)S(C)(=O)=O)cc1	-6	750	8%	-0.6%	·	·	-3%	-4%	0.0%	12%	-3%
COC(=O)c1nnn(-c2nc(N(C)C)nc(N(C)C)n2)c1C	-10	701	12%	-5.7%	i	0.4	2%	-1%	3.6%	5%	-1%
Cc1ccccc1OCCCn1c(=O)sc2ccccc21	·	·	-100%	-2.5%	i	1.3	1%	-3%	1.2%	-4%	-2%
O=C(Cc1ccccc1[N+](=O)[O-])N/N=C/c1cccnc1	11	666	-14%	·	i	0.1	-3%	-3%	0.0%	-3%	-1%
O=C(OCc1ccc(Cl)cc1)c1cnccn1	-34	785	1%	-5.9%	i	0.5	0%	0%	-1.3%	-5%	-1%
CCOc1ccc(N(CC(=O)N2CCOCC2)S(=O)(=O)c2ccc(F)cc2)cc1	5	807	-16%	·	i	1.0	-8%	-6%	-1.6%	4%	-1%
Cc1cc(NC2CCCC2)n2nc(C)c(-c3ccccc3)c2n1	34	655	0%	·	i	0.5	-1%	-3%	-0.9%	10%	-4%
CC1CCN(C(=O)c2cc(-c3ccc4c(c3)OCO4)on2)CC1	-10	804	-170%	·	i	0.4	1%	-9%	-2.0%	5%	-4%
O=C(Nc1nc(-c2ccco2)cs1)c1ccccc1	·	·	-15%	-3.3%	i	0.8	1%	-3%	-0.3%	19%	-3%
O=C(CCC(=O)c1ccc(-c2ccccc2)cc1)Nc1cccnc1	-1	693	13%	·	i	0.2	3%	-10%	1.0%	16%	17%
O=c1c2ccccc2c(/C=N/n2cnnc2)c(O)n1-c1ccccc1F	·	·	-8%	-6.5%	i	1.5	-2%	4%	-0.5%	-2%	3%
COc1ccc(-n2nnc3c(SCC(=O)NCC4CCCO4)ncnc32)cc1 (configuration not stated)	·	·	3%	-3.2%	i	0.7	4%	-23%	-0.7%	-4%	-1%
Cc1cc(C(=O)Nc2ccc(S(=O)(=O)N3CCCC3)cc2)no1	-5	708	1%	-5.9%	i	0.6	-8%	-4%	-2.7%	4%	5%
COc1ccc(NC(=O)CSc2ccc3nnc(-c4cccnc4)n3n2)cc1OC	4	923	-5%	·	i	0.6	-9%	-2%	-1.1%	2%	2%
Clc1ccccc1/C=N/NC1=Nc2cccc3cccc1c23	9	639	12%	3.5%	i	0.0	2%	-4%	51%*	15%	6%
O=C(CCc1nnc2ccc(N3CCCCC3)nn12)NCc1ccco1	4	685	21%	·	i	6.6	-12%	-3%	-0.4%	-5%	3%
O=C(CSc1nncn1-c1ccccn1)Nc1ccccc1Cl	0	855	-12%	·	i	0.4	-2%	-2%	2.6%	-1%	4%
O=C(OCc1ccccc1)/C(=C/c1cccc2ccccc12)NC(=O)c1ccccc1	8	582	4%	-0.7%	i	0.6	-1%	-9%	2.8%	7%	3%
C=CCn1c(SCC(=O)c2cccs2)nc2sc(CC)cc2c1=O	·	·	36%	-14%	i	0.7	-5%	-8%	2.7%	0%	-1%	Dengue-2 NS5 capping pilot replicate=-3.0
Cc1cccc(N2CCC(N=CN(C)C)=N2)c1	-4	682	-29%	-7.1%	i	0.7	-8%	6%	-1.6%	-11%	-4%
Cc1cnc(NC(=O)CSc2nc3ccccc3s2)s1	1	861	-7%	-4.5%	i	0.8	6%	-9%	2.1%	3%	0%
COc1ccc(NC(=O)CCC(=O)Nc2nnc(C(C)C)s2)cc1Cl	-5	712	-19%	·	i	2.7	-8%	-5%	-0.6%	1%	0%
COc1cccc(C2CC(=O)Nc3cc(OC)c(OC)c(OC)c32)c1OC (configuration not stated)	·	·	3%	-3.1%	i	1.0	-9%	-6%	-0.5%	-2%	-1%

Molecules from the list above with a halogen, in the order listed:
SMILES	Lipid droplet	Lipid droplet cells 6.5 µM	NOD2 inhibition	XIAP antagonists	Myeloid diff 2	Myeloid diff 2 GFP+ MAC1+ %	LYP inhibition	Dengue-2 NS5 capping	HIV fusion peptide	AID2073	Siah-1 displacement	others
O=C(OCc1ccc(Cl)cc1)c1cnccn1	-34	785	1%	-5.9%	i	0.5	0%	0%	-1.3%	-5%	-1%
CCOc1ccc(N(CC(=O)N2CCOCC2)S(=O)(=O)c2ccc(F)cc2)cc1	5	807	-16%	·	i	1.0	-8%	-6%	-1.6%	4%	-1%
O=c1c2ccccc2c(/C=N/n2cnnc2)c(O)n1-c1ccccc1F	·	·	-8%	-6.5%	i	1.5	-2%	4%	-0.5%	-2%	3%
Clc1ccccc1/C=N/NC1=Nc2cccc3cccc1c23	9	639	12%	3.5%	i	0.0	2%	-4%	51%*	15%	6%
O=C(CSc1nncn1-c1ccccn1)Nc1ccccc1Cl	0	855	-12%	·	i	0.4	-2%	-2%	2.6%	-1%	4%
COc1ccc(NC(=O)CCC(=O)Nc2nnc(C(C)C)s2)cc1Cl	-5	712	-19%	·	i	2.7	-8%	-5%	-0.6%	1%	0%

Carrying on:
SMILES	Lipid droplet	Lipid droplet cells 6.5 µM	NOD2 inhibition	XIAP antagonists	Myeloid diff 2	Myeloid diff 2 GFP+ MAC1+ %	LYP inhibition	Dengue-2 NS5 capping	HIV fusion peptide	AID2073	Siah-1 displacement	others
CC(C)=CC(=O)Nc1ccccc1Br	0	705	-2%	-7.5%	i	0.7	-4%	1%	2.6%	11%	6%
COc1ccc(CNC(=O)c2nnn(-c3cccc(C(F)(F)F)c3)c2N)cc1	17	736	2%	-4.5%	i	0.8	-1%	-9%	1.9%	-5%	4%
O=C(Nc1ccc2oc(-c3ccccc3)nc2c1)c1ccncc1	·	·	21%	-3.1%	i	0.2	-6%	-5%	-0.4%	15%	0%
O=C(NCCc1ccccc1)c1ccc(CS(=O)(=O)c2ccc(Cl)cc2)o1	5	712	6%	-0.9%	i	0.4	-5%	-5%	2.2%	-4%	20%
COC(=O)c1ccc(/C=C/C(=O)c2ccc(OC)cc2)cc1	·	·	-8%	·	i	6.3	4%	2%	-1.8%	12%	-3%
NS(=O)(=O)c1ccc(NC(=O)CSc2ncn[nH]2)cc1	2	709	12%	-3.7%	i	0.0	-8%	-17%	-0.1%	0%	-3%
O=C(N/N=C/c1ccc(F)cc1)c1cccc(NC(=O)c2ccc(F)cc2)c1	19	700	-40%	·	i	1.0	-12%	-5%	1.8%	14%	2%
COC(=O)c1cc2c(ccn2-c2ccc(F)cc2)n1C(C)C	·	·	0%	-4.9%	i	0.3	-2%	-4%	0.9%	46%	-2%
Cc1ccc(-c2noc(CN(C(=O)c3cccs3)C(C)C)n2)cc1	0	729	-13%	-4.6%	i	14	0%	1%	-1.1%	-5%	-5%
CCn1cc2nc(SCC(=O)Nc3ccc(OC)cc3OC)n(Cc3ccc(OC)cc3)c(=O)c2n1	·	·	-25%	·	·	·	-1%	-2%	-2.9%	7%	8%
O=C(Nc1ccccc1)NC1CCN(Cc2c(F)cccc2Cl)CC1	16	691	0%	·	i	0.3	-4%	-11%	0.6%	-3%	0%
Cc1cc(C)c2nc(NC(=O)C3CCCO3)sc2c1 (configuration not stated)	6	754	-128%	-2.0%	i	1.0	-8%	11%	-1.0%	8%	5%
CN(CC(=O)Nc1ccccc1C(F)(F)F)C(=O)COc1cccnc1[N+](=O)[O-]	18	704	7%	-2.0%	i	0.8	-1%	-10%	-1.7%	-5%	7%
CCC(C)Nc1c([N+](=O)[O-])cc(C)cc1[N+](=O)[O-] (configuration not stated)	·	·	-20%	-7.3%	i	0.8	-1%	-4%	-0.9%	4%	-1%
COc1ccccc1C(=O)NNC(=O)C(=O)Nc1ccc(C)c(Cl)c1	0	772	37%	·	i	0.8	-7%	4%	3.1%	3%	-2%
Cc1onc(-c2ccccc2Cl)c1C(=O)NCc1ccc2c(c1)cc(C)n2C	2	799	-6%	·	i	3.2	-4%	27%	6.4%	25%	24%
CC(=O)C1C(c2ccc(Cl)cc2)c2c(n[nH]c2C)CC1(C)O (configuration not stated)	0	700	7%	-0.4%	i	0.8	-8%	-8%	0.0%	4%	6%
O=C1CCCCCCC1Sc1ccccc1[N+](=O)[O-] (configuration not stated)	1	774	4%	-3.6%	i	0.9	-2%	-2%	0.0%	-37%	-4%
CCOC(=O)c1cccc(S(=O)(=O)N(CCO)Cc2cc3cc(OC)c(OC)cc3[nH]c2=O)c1	·	·	-4%	-9.3%	i	1.6	-5%	7%	-2.6%	10%	7%
COc1ccc(CCNC(=O)Cn2c(-c3nonc3N)nc3ccccc32)cc1OC	·	·	11%	-4.6%	i	0.4	-2%	2%	4.0%	8%	6%
NS(=O)(=O)c1cccc(NC(=O)COC(=O)/C(=C/c2cccs2)c2cccs2)c1	-23	368	9%	2.0%	i	0.2	0%	0%	0.1%	8%	2%
